PGE2 EP2 inh = EP2 receptor (human) inhibition | P43116 | C6 glioma cells expressing human EP2, cAMP TR-FRET; cells stimulated with saturating PGE2 | inhibition, % at 25 µM | 0.52% of 260,000 active | AID 1422;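 active = percent inhibition above 40 after rounding to a whole number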;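 note: rat C6 glioma host cells with rolipram phosphodiesterase inhibitor present; the protocol text gives 20 µM as final concentration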
Target sequence (P43116 whole entry, looked up): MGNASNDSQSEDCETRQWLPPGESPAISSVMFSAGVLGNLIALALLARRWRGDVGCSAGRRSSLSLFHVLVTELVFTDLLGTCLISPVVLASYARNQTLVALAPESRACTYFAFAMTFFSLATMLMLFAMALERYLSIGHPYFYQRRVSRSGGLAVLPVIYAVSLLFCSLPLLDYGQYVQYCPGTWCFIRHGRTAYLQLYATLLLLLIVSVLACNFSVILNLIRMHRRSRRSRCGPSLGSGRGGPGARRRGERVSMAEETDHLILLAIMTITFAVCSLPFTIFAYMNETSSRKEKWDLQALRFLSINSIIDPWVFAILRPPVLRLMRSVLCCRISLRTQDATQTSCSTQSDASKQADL
Furin inhibitor = human furin inhibition; purified furin, fluorogenic substrate cleavage; P09958; inhibition, % at 30 µM; 0.061% of 220,000 active; in the data active = inhibition above about 25%; note: inactives centre near -15
Tb hexokinase = T. brucei hexokinase 1 inhibition; recombinant TbHK1, G6PDH-coupled NADH A340; inhibition, % at 10 µM; 0.11% of 220,000 active;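 active = inhibition of 50% or more in the single-dose primary screen; inactive = inhibition below 50%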
BaF3 tox = parental Ba/F3 viability inhibition as JAK2V617F counter-screen | CellTiter-Glo ATP luminescence | inhibition, % at 5.6 µM | 1.1% of 220,000 active | AID 1486;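 active = inhibition above a per-campaign cutoff, the mean inhibition of all tested compounds plus 3 SD, cut at about 27% in these data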;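 note: 0% = DMSO wells and 100% = JAK Inhibitor I control wells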
NCF1 inh = p47phox (human) inhibition | P14598 | p47phox/p22phox peptide binding, fluorescence polarization, 2 h | inhibition, % at 24.7 µM | 0.53% of 220,000 active;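 active = inhibition above about 30%, limit read from the data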;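 note: 0% = p47phox with labelled peptide and 100% = labelled peptide alone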
Target sequence (P14598 whole entry, looked up): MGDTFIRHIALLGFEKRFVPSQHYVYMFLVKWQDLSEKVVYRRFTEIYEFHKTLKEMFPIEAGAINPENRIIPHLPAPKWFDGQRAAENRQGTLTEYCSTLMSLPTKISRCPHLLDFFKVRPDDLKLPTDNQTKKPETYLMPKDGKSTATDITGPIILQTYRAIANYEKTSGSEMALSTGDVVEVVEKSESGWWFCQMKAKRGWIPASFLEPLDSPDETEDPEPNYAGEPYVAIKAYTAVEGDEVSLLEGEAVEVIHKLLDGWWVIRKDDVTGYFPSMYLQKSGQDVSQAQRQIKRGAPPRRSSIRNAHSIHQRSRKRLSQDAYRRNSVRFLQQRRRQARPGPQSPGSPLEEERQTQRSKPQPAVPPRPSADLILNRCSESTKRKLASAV
p97 ATPase inh = inhibitors of human p97 ATPase; 0.42% of 220,000 active; inhibition, % at 8 µM; recombinant p97 ATPase, Kinase-Glo ATP luminescence, 3 h; in the data active = inhibition above about 15%;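 note: 0% = DMSO vehicle and 100% = wells lacking enzyme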
RBBP9 inhibitor = blocks human serine hydrolase RBBP9; 0.2% of 220,000 active; recombinant RBBP9, FP-Rh probe fluorescence polarization; inhibition, % at 7.94 µM; AID 1515; O75884;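 active = inhibition above the campaign mean of all tested compounds plus 3 SD, cut at about 14% in these data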;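 note: plate controls were DMSO wells with RBBP9 for no effect and wells lacking RBBP9 protein for full effect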
Target sequence (O75884 whole entry, looked up): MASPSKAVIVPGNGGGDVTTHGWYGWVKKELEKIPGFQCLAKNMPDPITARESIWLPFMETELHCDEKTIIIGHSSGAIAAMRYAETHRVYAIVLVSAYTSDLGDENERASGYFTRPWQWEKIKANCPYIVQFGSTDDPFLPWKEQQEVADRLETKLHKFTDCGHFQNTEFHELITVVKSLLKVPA
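System: RBBP9 protein / Quantity: 2.5 µM RBBP9 dispensing solution, before mixing / Also added: Serine-hydrolase probe FP-Rh, 375 nM pre-mixing / Dosing: 7.94 µM single dose, 0.794% DMSO / Timing: enzyme-compound preincubation 30 min, then probe labeling 45 min, 25 °C / Signal: FP readout at 525/598 nm / Controls: DMSO-treated enzyme wells and wells lacking RBBP9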
PPC-1+TRAIL kill = PPC-1 cancer cell killing with TRAIL present; PPC-1 cells + TRAIL, ATPLite viability luminescence; 0.41% of 220,000 active; cell killing (% activity), % at 4 µM;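 active = cell killing above 50% in the first pass at 4 µM, then a duplicate retest at 5 µM averaging 50% or more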;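 note: plate controls were cells with TRAIL plus DMSO for no effect and medium-only wells lacking cells for full effect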
Ba/F3 V617F tox = reduce viability of Ba/F3 cells dependent on JAK2V617F | 1.1% of 220,000 active | AID 1446 | inhibition, % at 5.6 µM | Ba/F3 EpoR-JAK2V617F viability, ATP luminescence;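 active = inhibition above the campaign mean plus 3 SD over all tested compounds, cut at about 24% in these data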;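 note: cytokine-independent growth of Ba/F3 cells driven by EpoR plus mutant JAK2; 0% = DMSO-treated cells and 100% = JAK inhibitor I control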
The depositor's hits bear a star; nt = no result given; & = joins results of further samples; [ ] = dose if it differs, or a comment. An excerpt (hit frequency here may not be typical).

Abbreviations: A = PGE2 EP2 inh; B = Furin inhibitor; C = Tb hexokinase; D = BaF3 tox; E = NCF1 inh; F = p97 ATPase inh; G = RBBP9 inhibitor; H = PPC-1+TRAIL kill; I = Ba/F3 V617F tox
O=C(CCN1C(=O)c2ccccc2C1=O)Nc1ccc(-c2nc3ccccc3o2)cc1
  A = nt	B = -17[20 µM]	C = -16	D = 4	E = -65	F = 5	G = -18	H = 12	I = -2

O=C(COc1ccccc1)NCCc1nc2ccccc2[nH]1
  A = 11	B = -17	C = -3	D = -1	E = -9	F = 3	G = 6	H = -2	I = -4

O=C(Cc1ccccc1Cl)N1CCN(c2ccccn2)CC1
  A = 8	B = -13	C = -1	D = 4	E = -1	F = 3	G = 0	H = 0	I = 0

COc1ccccc1NS(=O)(=O)c1cc(NC(=O)c2ccccc2F)ccc1N1CCOCC1
  A = 13	B = -26	C = -6	D = 10	E = -25	F = 3	G = -3	H = 22	I = 3

Cn1c(=O)oc2cc(S(=O)(=O)N3CCCC3)ccc21
  A = 7	B = -22	C = -7	D = 4	E = 5	F = 0	G = -5	H = 15	I = 0

COc1cc([N+](=O)[O-])ccc1-c1ccc(/C=N/NC(N)=O)o1
  A = 8	B = 6	C = -13	D = 3	E = -49	F = 6	G = 6	H = 17	I = 1

COC(=O)C(O)(CC(=O)Nc1ccc(Cl)cc1Cl)C(F)(F)F (stereo unspecified)
  A = 8	B = 1[20 µM]	C = 1	D = 1	E = -1	F = 7	G = -6	H = 10	I = -5

CC(=O)N1CCN(S(=O)(=O)c2cccc(C(=O)Nc3ccccc3N3CCOCC3)c2)CC1
  A = 7	B = -30	C = -6	D = 2	E = -8	F = 5	G = -5	H = 14	I = -3

NC1=NC(=O)C(CC(=O)Nc2ccc3c(c2)OCO3)S1 (stereo unspecified)
  A = 6	B = -12	C = 4	D = 6	E = -3	F = 3	G = -8	H = 1	I = 0

CC(C)OC(=O)c1ccc(COC(=O)c2cnccn2)cc1
  A = 3	B = -24	C = -2	D = -2	E = -10	F = 3	G = -2	H = 15	I = -3

O=C(COC(=O)c1cncc(Br)c1)NCCC1=CCCCC1
  A = 12	B = -18[20 µM]	C = 0	D = 2	E = -10	F = 4	G = 5	H = -1	I = -4

CCOc1nc(-c2ccncc2)nc2ccccc12
  A = 10	B = -11[20 µM]	C = 2	D = 1	E = -23	F = -1	G = 3	H = -13	I = -4

O=C(COC(=O)c1cc2ccccc2cc1O)NC(=O)NCc1ccco1
  A = 11	B = -32	C = -3	D = 3	E = -17	F = -1	G = -7	H = 14	I = 3

Cc1noc2ncnc(N3CCCCC3)c12
  A = 3	B = -18	C = 3	D = -2	E = -3	F = 7	G = -7	H = 23	I = -1

CC(=O)Nc1ccc(-c2cc(C(=O)O)c3ccccc3n2)cc1
  A = 11	B = -5	C = -38	D = -1	E = -5	F = 7	G = -4	H = 37	I = -4

COC(=O)c1ccc(NC(=O)CSc2nnc(Cc3cccn3C)n2-c2ccc(F)cc2)cc1
  A = 5	B = 6	C = -1	D = 6	E = -11	F = 7	G = -1	H = 6	I = -3

Cc1nc(/N=C(\N)Nc2ccccc2)nc2ccccc12
  A = 18	B = -7	C = 26	D = 0	E = nt	F = 1	G = -4	H = 12	I = -1

C#CCCOC(=O)N1C2=NC(C(=O)OC)=C(C(=O)OC)[C@@H]3N(CC=C)c4ccccc4[C@]23C[C@H]1C(=O)OC
  A = 16	B = -3	C = -22	D = nt	E = 8	F = nt	G = nt	H = 8	I = nt

Cc1cc2nnc(SC3CCCCN(C(=O)c4ccc(F)cc4)C3=O)n2c2ccccc12 (stereo unspecified)
  A = nt	B = -13[20 µM]	C = -15	D = 4	E = -1	F = 3	G = 1	H = 22	I = -3

O=C(c1ccccc1F)N1CCN(Cc2cccc(Cl)c2)CC1
  A = 11	B = -24[20 µM]	C = 0	D = 3	E = -9	F = 2	G = -5	H = 8	I = -2

NC(=O)c1cc(-c2ccccc2)nc2ccc(Br)cc12
  A = 18	B = -18	C = -11	D = 0	E = -8	F = 1	G = -6	H = 13	I = -3

Oc1ccc(/C=N/N=C/c2ccc(O)cc2)cc1
  A = 4	B = -4	C = -30	D = 8	E = -3	F = 3	G = 5	H = -1	I = 2

Cc1c(CCC(=O)O)c(=O)oc2cc3occ(C(C)(C)C)c3cc12
  A = 12	B = -7	C = -15	D = 5	E = -12	F = 1	G = -8	H = 3	I = 4

COc1ccc(CNC(=O)c2ccc(-c3ccccc3)cc2)cc1
  A = 5	B = -20[20 µM]	C = -14	D = 2	E = 0	F = -4	G = -7	H = -10	I = 0

O=C(CSc1ccc(-c2ccccc2)nn1)N1CCOCC1
  A = 2	B = -17[20 µM]	C = -2	D = 4	E = -15	F = 4	G = -11	H = 2	I = 0

COc1ccc(C(CNC(=O)COc2ccc(F)cc2Br)N2CCCC2)cc1 (stereo unspecified)
  A = 7	B = -11	C = -2	D = 3	E = -16	F = -1	G = 4	H = -3	I = 4

CCOC(=O)C1CCN(Cc2cnc(Oc3ccc(N)cc3)s2)CC1
  A = 7	B = -16[20 µM]	C = 4	D = 7	E = -2	F = -3	G = 2	H = 15	I = 1

CC(=O)c1c(OC(=O)c2ccccc2Br)ccc2c(C)cc(=O)oc12
  A = 7	B = -16	C = -4	D = 4	E = 0	F = 12	G = -10	H = 38	I = 1

COc1ccccc1N1CCN(C(=O)/C=C/c2ccco2)CC1
  A = 9	B = -24	C = -5	D = -1	E = -3	F = 7	G = -9	H = 17	I = -1

COc1ccc(-c2nnn(CC(=O)N(CC3CCCO3)C(C(=O)NC(C)(C)C)c3ccco3)n2)cc1OC (stereo unspecified)
  A = 5	B = -18	C = 3	D = 10	E = -5	F = -4	G = -6	H = 10	I = 7

CCc1ccc2nc(N)sc2c1
  A = 6	B = -28	C = 7	D = 7	E = -1	F = 6	G = -2	H = 26	I = 0

O=C1c2ccccc2C(O)N1Cc1ccc2c(c1)OCO2 (stereo unspecified)
  A = 8	B = -32	C = -5	D = 8	E = 0	F = 3	G = -4	H = 29	I = -2

C=C(C)CSc1nnc(-c2ccccc2)n1N
  A = nt	B = 5[20 µM]	C = 0	D = 2	E = -12	F = 12	G = -4	H = 19	I = -2

N=c1sccn1CC(=O)Nc1ccc([N+](=O)[O-])cc1Cl
  A = 6	B = -8	C = -23	D = -4	E = 7	F = 5	G = 6	H = 15	I = -3

C=CCSc1nnc(-c2c[nH]c3ccccc23)n1CC
  A = 9	B = -25	C = -7	D = 10	E = -8	F = -1	G = 7	H = 12	I = 2

O=C(O)C1CC=CCC1C(=O)NC12CC3CC(CC(C3)C1)C2 (stereo unspecified)
  A = 9	B = -9[20 µM]	C = 1	D = 4	E = -1	F = 3	G = -6	H = -18	I = -3

Cc1ncsc1CCOC(=O)c1cccc([N+](=O)[O-])c1
  A = 8	B = -5	C = 6	D = 4	E = -7	F = 3	G = 1	H = 4	I = -2

CC(C)(/C=N/O)/[N+]([O-])=C/c1ccccc1C(F)(F)F
  A = nt	B = -16	C = 2	D = 7	E = -4	F = 1	G = 1	H = -2	I = -2

O=C1NCC(c2ccccc2)C1C(=O)N/N=C\c1ccc(-c2ccc(Cl)c(Cl)c2)o1 (stereo unspecified)
  A = 34	B = 0[20 µM]	C = -41	D = 3	E = -37	F = 2	G = -16	H = 10	I = -1

CC#CCN1c2ccccc2[C@]23C[C@@H](C(=O)OC)N(C(=O)OCC)C2=NC(C(=O)OC)=C(C(=O)OC)[C@H]13
  A = 18	B = -4	C = -16	D = nt	E = 5	F = nt	G = nt	H = 20	I = nt

CC1CC(C)(C)Nc2ccc(N=O)cc21 (stereo unspecified)
  A = 10&-3	B = -7	C = -3	D = 93*	E = 0	F = 3	G = -2	H = 12	I = 97*

CCOc1ccc(NC(=O)C(=O)N/N=C/c2ccccc2F)cc1
  A = 8	B = -25	C = -4	D = 6	E = 4	F = 2	G = -10	H = 25	I = 0

COC(=O)c1cc(=O)n2c(sc3ccccc32)c1C#N
  A = 13	B = -10	C = 6	D = -2	E = -33	F = -6	G = -3	H = 2	I = 3

O=C(CNC(=O)C1CCCCC1)Nc1cc(Cl)cc(Cl)c1
  A = 17	B = -12[20 µM]	C = -4	D = 1	E = -11	F = 1	G = -7	H = 13	I = 0

Cc1cccc2sc(NC(=O)C3=NN(c4ccccc4)C(=O)CC3)nc12
  A = 10	B = -19	C = -3	D = 0	E = -11	F = 4	G = 0	H = 10	I = -1

Cc1ccc2nc(NC(=O)c3ccc(OCC4CCCO4)cc3)sc2c1 (stereo unspecified)
  A = 13	B = -19	C = -11	D = 1	E = -8	F = 4	G = -6	H = 7	I = -6

O=C(O)c1nn(CC(=O)N(C2CCCCC2)C2CCCCC2)c(=O)c2ccccc12
  A = 4	B = -10	C = 0	D = 3	E = -8	F = 2	G = -7	H = 8	I = -1

CCOc1cc(NC(=S)NCCCN(C)C)c(OCC)cc1NC(=O)c1cccs1
  A = 11	B = -15	C = 3	D = 9	E = -19	F = -2	G = -5	H = 12	I = 0

CCn1c(COc2cccc(C)c2C)nnc1SCC(=O)N1CCN(c2ccc(OC)cc2)CC1
  A = 4	B = -20	C = -6	D = 3	E = -6	F = -8	G = -6	H = 1	I = 0

COC(=O)c1ccc(OC)c(OC2CCCC2)c1
  A = 6	B = 4	C = 1	D = -6	E = -19	F = 7	G = -7	H = -18	I = -3

The list continues.
Abbreviations: A = PGE2 EP2 inh; B = Furin inhibitor; C = Tb hexokinase; D = BaF3 tox; E = NCF1 inh; F = p97 ATPase inh; G = RBBP9 inhibitor; H = PPC-1+TRAIL kill; I = Ba/F3 V617F tox
Cc1ccc(-n2c(N)c(Br)c(=O)[nH]c2=O)cc1C
  A = 9	B = -12	C = 0	D = -1	E = -4	F = 3	G = 0	H = -18	I = -2

CCOC(=O)C1CCN(C(=O)C2CCN(S(=O)(=O)c3cc(Cl)ccc3Cl)CC2)CC1
  A = 4	B = -24[20 µM]	C = -11	D = 1	E = -12	F = -3	G = -2	H = 7	I = 1

CC(=O)n1nc2nc(C)cc(C)c2c1N
  A = 14	B = -7	C = -10	D = 3	E = -11	F = 4	G = -5	H = -9	I = 0

O=S(=O)(Nc1ccc2c(c1)CCC2)c1cccs1
  A = 5	B = -3	C = -1	D = 3	E = -19	F = 8	G = 3	H = 2	I = -1

COc1ccc(OC)c(S(=O)(=O)N2CCC(C(=O)Nc3ccc(C)c(C)c3)CC2)c1
  A = 10&11	B = -17	C = -2	D = 4	E = 2	F = 0	G = -6	H = 8	I = 1

COc1ccc(NC2=C3CCCC=C3N(c3ccc(OC)cc3)C2=O)cc1
  A = 11	B = -12	C = 9	D = 14	E = -5	F = -1	G = 2	H = 19	I = 6

COc1ccccc1NC(=O)c1ccc(NS(=O)(=O)c2cccc3cccnc23)cc1
  A = 6	B = -16	C = -4	D = 4	E = 0	F = -2	G = -4	H = 19	I = 2

CCOc1ccc(S(=O)(=O)N2CCC(C(N)=O)CC2)c2ccccc12
  A = 13	B = -12	C = 0	D = 5	E = -8	F = 4	G = 0	H = 14	I = 5

Cc1ccc(CSCc2nnc(SCC(=O)N3CCN(c4ccccc4)CC3)n2C)cc1
  A = -2	B = -14[20 µM]	C = -5	D = 4	E = -7	F = 1	G = -1	H = 9	I = 1

A different layout for 3 compounds above.
Structure | PGE2 EP2 inh | Furin inhibitor | Tb hexokinase | BaF3 tox | NCF1 inh | p97 ATPase inh | RBBP9 inhibitor | PPC-1+TRAIL kill | Ba/F3 V617F tox
COc1ccccc1NC(=O)c1ccc(NS(=O)(=O)c2cccc3cccnc23)cc1 | 6 | -16 | -4 | 4 | 0 | -2 | -4 | 19 | 2
COc1ccc(OC)c(S(=O)(=O)N2CCC(C(=O)Nc3ccc(C)c(C)c3)CC2)c1 | 10&11 | -17 | -2 | 4 | 2 | 0 | -6 | 8 | 1
Cc1ccc(CSCc2nnc(SCC(=O)N3CCN(c4ccccc4)CC3)n2C)cc1 | -2 | -14[20 µM] | -5 | 4 | -7 | 1 | -1 | 9 | 1

Screens from PubChem BioAssay.
